Assay outcomes: PubChem, several laboratories
SUMO1-SIM PPI – modulators of human SUMO1-mediated protein-protein interactions; inhibition, % at 20 µM; SUMO1 binding to a labelled peptide, TR-FRET, 1 h; hit rate 0.33% among 360,000; AID 602429; P63165; in the data active = inhibition above about 37%
LMPTP block – LMPTP (human) inhibition | recombinant LMPTP-A, OMFP fluorogenic substrate, fluorescence intensity | inhibition, % at 20 µM | hit rate 0.22% among 360,000;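 active = compounds that cut the enzyme signal by at least half of the control window in the single-dose screen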;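 note: plate controls were DMSO wells with enzyme plus substrate for no effect and substrate without enzyme for full effect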
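Assay system: LMPTP-A enzyme. Input: 0.625 nM LMPTP-A final. Probe or stimulus: 400 µM OMFP. Compound dosing: single 20 µM dose. Schedule: 50 min dark incubation at room temperature. Detection: fluorescence intensity of OMFP turnover product. Read-out: percent inhibition versus substrate-only and uninhibited controls. Benchmarks: no-enzyme low control, uninhibited high control.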
STEP block – STEP (human) phosphatase inhibition. recombinant STEP, OMFP fluorogenic substrate, fluorescence. inhibition, % at 20 µM. hit rate 0.25% among 360,000. AID 588621;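 active = inhibition at 20 µM, scaled per plate between control wells, above about 37%, limit read from the data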;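 note: 0% = DMSO with enzyme and substrate and 100% = substrate only without enzyme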
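Material: STEP (striatal-enriched tyrosine phosphatase) enzyme, cell-free | Medium: 50 mM Bis-Tris pH 6.0 with 2.5 mM DTT and 0.005% Tween 20 | Read-out: Percent inhibition scaled to no-enzyme and uninhibited-enzyme controls, plate-pattern corrected | Signal: Fluorescence read at 480 nm ex / 540 nm em | Times: 20 min reaction, room temperature, in the dark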
Rpn11 block – inhibitors of human proteasome Rpn11 | O00487 | human 26S proteasome, Ub4-pepOG fluorescence polarization; 20S core pre-blocked with epoxomicin | calls only at 20 µM | hit rate 0.59% among 360,000 | AID 588493;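 active = inhibition at 20 µM, scaled to each plate's controls, above about 33%, limit read from the data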
Target sequence (O00487 whole entry, looked up): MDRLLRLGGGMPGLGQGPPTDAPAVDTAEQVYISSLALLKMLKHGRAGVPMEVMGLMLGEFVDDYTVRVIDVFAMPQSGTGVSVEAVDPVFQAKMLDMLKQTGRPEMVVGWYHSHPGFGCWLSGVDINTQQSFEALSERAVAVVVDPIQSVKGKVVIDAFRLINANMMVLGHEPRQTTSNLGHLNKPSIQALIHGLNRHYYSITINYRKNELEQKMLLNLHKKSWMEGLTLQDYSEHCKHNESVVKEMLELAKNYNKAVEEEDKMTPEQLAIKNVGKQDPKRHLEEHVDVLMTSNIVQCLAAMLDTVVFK
NadD block – blocks S. aureus nicotinate mononucleotide adenylyltransferase | purified NadD enzyme, colorimetric absorbance read-out | inhibition, % at 20 µM | hit rate 0.78% among 360,000; in the data active = inhibition above about 26%; note: some compounds past the cut are filed as inactive
Rin1 Abl inh – human Rin1-Abl interaction inhibition; TR-FRET Rin1/Abl binding, biochemical; AID 588664; hit rate 0.4% among 360,000; inhibition, % at 7.35 µM; in the data active = inhibition above about 5%, passing the limit was not always enough
Scp-1 inhibitor – inhibitors of human Scp-1 phosphatase | Q9GZU7 | Recombinant Scp1, phosphopeptide, malachite green phosphate absorbance | inhibition, % at 20 µM | hit rate 0.88% among 340,000 | AID 493091;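 active = inhibition above about 50% at 20 µM, limit read from the data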;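 note: plate controls were DMSO wells with enzyme for no effect and wells lacking enzyme for full effect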
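Times: enzyme reaction 45 min at room temperature, colour 5 min, stabilisation 30 min. Material: SCP-1 catalytic fragment, aa 76-261. Medium: Acidic Tris acetate buffer with magnesium and detergent. Signal: colorimetric free-phosphate detection, absorbance 630 nm. Read-out basis: % inhibition of SCP-1 phosphate liberation. Reagent: Phosphorylated 17-residue peptide substrate.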
DNMT1 inh – inhibitors of human DNMT1; P26358; DNMT1 molecular beacon, Hinp1I cleavage, fluorescence; inhibition (reported as % activation of signal), % at 10 µM; hit rate 0.83% among 360,000; AID 588458; in the data active = inhibition above about 50%
CSN deneddyl inh – inhibitors of human CSN-mediated cullin deneddylation; Purified CSN, SCF-Nedd8-OG deneddylation, fluorescence polarization; inhibition, % at 12.5 µM; hit rate 0.38% among 360,000; AID 651999;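 active = pattern-corrected inhibition above about 35%, with an unprinted fluorescence ratio check between 0.5 and 1.5, limit read from the data, passing the limit was not always enough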;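 note: 0% = enzyme with substrate and 100% = substrate without enzyme; some results filed as inactive read as strong as hits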
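Detection – fluorescence polarization · System – HEK293T-derived human Csn5 enzyme · Controls – substrate-only high control, full reaction low control · Timing – 90 min, room temperature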
Neddyl block – inhibitors of human cullin neddylation; P61081+Q13564; TR-FRET cullin neddylation, biochemical; calls only at 25 µM; hit rate 0.58% among 360,000; AID 651699; in the data active = inhibition above about 36%
Target sequence (P61081 whole entry, looked up): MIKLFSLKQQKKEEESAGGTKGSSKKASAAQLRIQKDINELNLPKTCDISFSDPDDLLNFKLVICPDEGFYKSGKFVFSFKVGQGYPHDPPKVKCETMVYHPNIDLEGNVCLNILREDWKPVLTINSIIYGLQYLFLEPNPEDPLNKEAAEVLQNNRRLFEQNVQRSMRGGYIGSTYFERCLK
Target sequence (Q13564 whole entry, looked up): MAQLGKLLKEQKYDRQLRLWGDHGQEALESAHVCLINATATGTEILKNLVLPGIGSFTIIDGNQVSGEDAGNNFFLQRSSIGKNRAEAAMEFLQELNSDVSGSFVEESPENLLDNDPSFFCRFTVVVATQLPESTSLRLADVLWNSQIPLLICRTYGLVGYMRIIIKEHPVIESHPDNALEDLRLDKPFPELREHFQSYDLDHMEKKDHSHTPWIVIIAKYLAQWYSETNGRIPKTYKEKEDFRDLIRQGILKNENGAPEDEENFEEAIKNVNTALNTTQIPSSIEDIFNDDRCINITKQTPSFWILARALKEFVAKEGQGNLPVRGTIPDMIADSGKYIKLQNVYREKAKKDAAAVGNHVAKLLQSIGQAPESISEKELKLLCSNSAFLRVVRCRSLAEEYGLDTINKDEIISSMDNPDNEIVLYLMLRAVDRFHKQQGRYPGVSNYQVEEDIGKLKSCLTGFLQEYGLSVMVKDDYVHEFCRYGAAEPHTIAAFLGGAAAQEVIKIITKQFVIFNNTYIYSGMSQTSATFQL
Starred values were filed as active, the others as inactive; i = inactive; . = no result given; + = active, no number.

SMILES	SUMO1-SIM PPI	LMPTP block	STEP block	Rpn11 block	NadD block	Rin1 Abl inh	Scp-1 inhibitor	DNMT1 inh	CSN deneddyl inh	Neddyl block
CCN(c1ccccc1)S(=O)(=O)c1ccc(C(=O)OC(C)C(=O)NCCC2=CCCCC2)cc1 (stereo not drawn)	1	2.7	0	i	-7	1	-13	1	5	i
COc1cc2cnc(-c3ccccc3)c(-c3ccc(C#N)cc3)c2cc1OC	1	-0.3	1	i	-1	0	25	2	-1	i
CC1CC(C)CN(C(=O)c2cc3cc(Br)cc(Br)c3o2)C1 (stereo not drawn)	0	4.3	-2	i	12	1	-9	6	-1	i
COc1ccc(C(=O)CCN2CCc3cc(OC)c(OC)cc3C2)cc1	-3	-1.1	-1	i	-3	-4	-4	0	8	i
Oc1ccc2ccccc2c1/C=N/c1nc2c(s1)CCCC2	-4	4.5	2	i	4	0	-3	-8	1	i
COc1ccc(/C=C/C(=O)O)cc1S(=O)(=O)N1CCc2ccccc21	-1	-1.3	2	i	-3	0	24	10	1	i
O=C(NC1CCCCCC1)c1ccc(CS(=O)Cc2cccc(Cl)c2)o1 (stereo not drawn)	7	-0.6	2	i	-3	0	-3	1	4	i
COc1ccc(N(CC(=O)N/N=C/c2ccc(-c3ccc([N+](=O)[O-])cc3)o2)S(=O)(=O)c2ccc(C)cc2)cc1	-8	2.2	1	.	42*	-1	-10	9	28	i
COC(=O)c1ccc(C2C(C(=O)OCC(C)C)=C(C)N=C3SCCC(=O)N32)cc1 (stereo not drawn)	-4	1.3	-1	i	5	-1	0	-12	3	i
O=C1NC[C@H](CCCCN2C[C@H](Cc3ccc(O)cc3)N(CCc3ccccc3)C(=O)C2=O)N(CC2CCCCC2)C1=O	-2	-0.6	.	.	19	.	.	.	-2	i
O=C(CN(C(=O)c1csnn1)c1cccc2c1CCCC2)NC1CCCC1	1	-0.3	-1	i	-6	2	-4	1	-12	i
CCN1CCN(c2cc(C)c3cc(NC(=O)c4cccs4)ccc3n2)CC1	8	1.3	-1	i	-11	-7	-4	-3	-2	i
C[C@H]1CN([C@@H](C)CO)C(=O)CCCn2nncc2CO[C@H]1CN(C)S(=O)(=O)c1ccccc1F	3	-0.4	3	i	-1	-2	.	0	3	i
O=C(c1ccco1)N1CCN(C2CC(=O)N(c3ccccc3)C2=O)CC1 (stereo not drawn)	2	-0.6	-2	i	-2	0	-18	2	0	i
O=S(=O)(c1ccccc1F)N1CCC(Oc2ccc(-n3cnnn3)cc2)CC1	4	0.2	0	i	4	0	-9	-1	0	i
CCOC(=O)c1[nH]c(CSc2nnnn2-c2ccccc2C)c(C(=O)OCC)c1C	0	1.5	-2	+	-11	2	-13	-1	3	i
FC(F)(F)COc1ccc(-c2nnc(SCc3c(Cl)cccc3Cl)o2)cn1	3	2.5	1	i	1	0	-18	1	0	i
CCOC(=O)Cc1ccc(Nc2nc3cc(-c4sccc4C)sc3c(=O)n2C)cc1	-5	5.0	-2	i	1	2	.	-16	0	i
CC(=O)CSc1nnc(-c2ccco2)n1-c1ccccc1	3	-1.7	1	i	0	1	1	0	2	i
N#Cc1c(NCCN)nc(-c2ccccc2)c2c1CCCC2	-5	1.2	0	i	-4	-5	-6	3	0	i
CC(=O)N(C)c1ccc(NC(=O)Nc2ccccc2C)cc1	-2	0.1	0	i	6	1	-7	4	0	i
COc1ccc(OC(=O)c2ccncc2)cc1	1	-0.9	-4	i	2	1	-6	-1	2	i
COc1ccc2c(CC(=O)NNC(=O)c3cccs3)coc2c1	3	-0.9	0	i	3	-2	-1	-2	2	i
CCCC1(c2ccccc2)NC(=O)NC1=O (stereo not drawn)	3	-2.1	1	i	-10	1	-10	0	5	i
O=C(Nc1cc([N+](=O)[O-])ccc1Cl)C1CC1	-24	-0.1	1	i	2	1	-5	-1	-10	i

Next results follow.
SMILES	SUMO1-SIM PPI	LMPTP block	STEP block	Rpn11 block	NadD block	Rin1 Abl inh	Scp-1 inhibitor	DNMT1 inh	CSN deneddyl inh	Neddyl block
COc1ccc(CNC(=O)COC(=O)/C=C/c2cccc(Br)c2)cc1OC	4	0.8	4	i	-8	-3	-4	0	-4	i
Cc1ccc(-n2c(CNc3cccc(Cl)c3)n[nH]c2=S)cc1	2	1.0	1	i	14	0	1	1	-1	i
CCC(C)(C)n1nnnc1CN(Cc1cc2cc(OC)c(OC)cc2[nH]c1=O)C1CCCC1	-1	-0.6	2	i	5	1	0	-1	-6	.
CN1C(=O)C2(c3ccccc31)N(C)CC(c1ccccn1)C21SC(=S)N(Cc2ccco2)C1=O (stereo not drawn)	-6	1.0	0	i	-3	-3	-8	-5	1	i
CCOc1ccc2[nH]c(=O)c(CN(Cc3ccccc3OC)C(=O)c3ccccc3)cc2c1	6	0.5	4	i	-3	0	0	15	-6	i
CN(CC(=O)Nc1ccc(F)cc1)C(=O)c1ccc(-c2ccc(F)cc2)o1	-8	0.4	2	i	-2	-2	.	-6	-2	i
COc1ccc(C(=O)Nc2ccc(-c3nnn(CC(=O)N4CCN(C(=O)c5ccco5)CC4)n3)cc2)cc1	19	12	-2	i	-1	5	17	0	80*	i
Cc1ccc(N=C2SC(C(=O)NCCc3ccccc3)CC(=O)N2C)cc1C (stereo not drawn)	-5	0.7	-5	i	-5	6	16	-2	0	i
Cc1ccc(CCNC(=O)NC(C)(C)C)cc1	2	-1.7	-1	i	-3	-2	1	0	1	i
CN1CCN(C(=S)c2cn(Cc3ccc(Br)cc3)c3ccccc23)CC1	1	-0.1	0	i	-2	4	1	7	-2	i
O=C(CSc1nnc(-c2ccncc2)n1Cc1ccco1)OC1CCCCC1	-1	-2.6	0	i	1	2	-2	2	4	i
FC(F)(F)c1cc(Cl)c2nc(-c3cccc(Cl)c3)c(Cc3cccc(Cl)c3)n2c1	9	1.7	.	.	13	.	.	.	2	i
Cc1cc(CNC(=O)COC(=O)Cn2[nH]c(=O)c3ccccc3c2=O)cc(C)c1O	1	-1.4	1	i	-3	0	5	-1	0	i
CC1Cc2ccccc2N1C(=O)CN1CCN(Cc2ccccc2)CC1 (stereo not drawn)	4	-2.8	-1	i	-6	2	-13	1	0	i
CCOC(=O)c1ccccc1NC(=O)COc1coc(CN2CCc3ccccc32)cc1=O	13	5.7	3	i	4	2	16	3	2	i
NC(=O)C1(N2CCCCC2)CCN(c2ccc3nnc(-c4ccccc4)n3n2)CC1	3	-0.4	-5	i	1	0	0	1	1	i
O=C(COC(=O)CN1C(=O)NC2(CCCC2)C1=O)Nc1c(Cl)cccc1C(F)(F)F	1	-1.1	5	i	0	2	-2	2	0	i
COc1ccc(CCNC(=O)CCS(=O)(=O)c2ccc3c(c2)NC(=O)C(C)S3)cc1OC (stereo not drawn)	7	0.1	2	i	10	-6	-1	5	0	i
COC(=O)[C@]12CCCCC=C1N(CCC1=CCCCC1)C(=O)[C@H](CC(=O)N1CCOCC1)C2	9	1.0	.	.	1	.	.	.	0	i
COCCNC(=O)CSc1c2c(nc3ccc(Cl)cc13)CCCC2	-7	-0.6	-3	i	3	-8	-4	0	-4	i
O=C(COC(=O)/C=C/c1ccccc1Cl)NC1CC1	-11	-2.0	-3	i	-2	-5	.	0	0	i
O=C(/C=C/c1cc([N+](=O)[O-])ccc1OC(F)F)Nc1ccc(OC(F)F)cc1	-2	0.6	2	i	8	1	-7	10	-21	i
Cc1cc(C(=O)CN2C(=O)C(=O)N(Cc3ccccc3)C2=O)c(C)n1Cc1ccc(F)cc1	-4	1.6	3	i	1	1	-15	-2	0	i
COc1ccc(/C=C/C(=O)N2CCN(c3ccccn3)CC2)cc1OC	-12	1.1	2	i	-7	-5	-6	-1	1	i
Cc1cccc(N2CCN(C(=O)CC(NC(=O)c3ccccc3Cl)c3ccccc3)CC2)c1C (stereo not drawn)	3	1.6	2	i	4	1	-7	-7	-1	i

Next part.
SMILES	SUMO1-SIM PPI	LMPTP block	STEP block	Rpn11 block	NadD block	Rin1 Abl inh	Scp-1 inhibitor	DNMT1 inh	CSN deneddyl inh	Neddyl block
O=C(Nc1nnc(SCc2ccc(Cl)cc2)s1)C1CCCO1 (stereo not drawn)	0	0.7	-5	i	-6	2	-1	-2	0	i
Cc1cc(C)nc(N2CCC(C(=O)NCc3ccccc3)CC2)n1	7	-2.0	-3	i	-3	-4	-4	5	-1	i
Cc1ccc(C)c(OCCn2nnc3ccccc32)c1	7	-0.4	-1	i	-8	0	-4	8	5	i
Clc1ccc(-c2noc(CCCc3ccccc3)n2)cc1	-1	1.0	2	i	5	0	-11	3	-1	i
CCOC(=O)c1sc(=S)n(Cc2ccccc2)c1N	-16	2.5	-3	i	-13	-3	-5	-2	1	i
O=C1C[C@H](NC(=O)OCc2ccccc2)CO1	-3	-1.5	0	i	-4	-1	-1	2	-4	i
Cc1oc(C(C)(C)C)cc1C(=O)Nc1ccc(C(=O)O)cc1	4	-1.4	1	i	11	-1	-12	0	7	i
CCOc1ccc(CCNC(=O)c2ccc(S(=O)(=O)N3CCCC3)cc2)cc1OCC	4	0.0	1	i	-5	1	-7	1	1	i
Cc1ccc(C(C(=O)NC2CCCC2)N(Cc2ccc(F)cc2)C(=O)c2snc(C(N)=O)c2N)o1 (stereo not drawn)	-9	0.8	0	i	3	1	-1	0	2	i
CCOC(=O)N1CCc2c(sc3ncn(Cc4ccc(F)cc4)c(=O)c23)C1	5	0.2	2	i	-2	-1	0	-2	2	i
Cc1ccc(S(=O)(=O)Nc2ccc3cn[nH]c3c2)c(C)c1	6	0.1	-3	i	5	1	-3	-4	5	i
CCc1nc2ccc(C(=O)NCCCN3CCN(c4ccc(F)cc4)CC3)cc2nc1CC	-2	-1.1	0	i	-5	1	-3	4	-2	i
O=C(NCc1ccc(Cl)cc1)c1ccc2c(=O)n(CC3CCCO3)c(=S)[nH]c2c1 (stereo not drawn)	-3	1.3	0	i	8	3	-7	-3	2	i
CCOC(=O)c1c(NC(=O)CSc2nnc(CNc3ccc(F)cc3)o2)sc(C(C)=O)c1C	-6	1.2	0	i	15	1	-3	-9	4	i

Just Neddyl block, STEP block and Rin1 Abl inh, for some of the entries so far:
structure | Neddyl block | STEP block | Rin1 Abl inh
O=C(Nc1nnc(SCc2ccc(Cl)cc2)s1)C1CCCO1 (stereo not drawn) | i | -5 | 2
Cc1cc(C)nc(N2CCC(C(=O)NCc3ccccc3)CC2)n1 | i | -3 | -4

Compound profiles (already shown). Values in the order: SUMO1-SIM PPI	LMPTP block	STEP block	Rpn11 block	NadD block	Rin1 Abl inh	Scp-1 inhibitor	DNMT1 inh	CSN deneddyl inh	Neddyl block
Cc1cc(C)nc(N2CCC(C(=O)NCc3ccccc3)CC2)n1 across the screens: 7	-2.0	-3	i	-3	-4	-4	5	-1	i
O=C(NCc1ccc(Cl)cc1)c1ccc2c(=O)n(CC3CCCO3)c(=S)[nH]c2c1 (stereo not drawn) across the screens: -3	1.3	0	i	8	3	-7	-3	2	i

This is a random part of the collection (roughly 3.8% active in at least one column).
